Screening results deposited in PubChem by several laboratories.
MrgX1 antagonist: antagonists of human MrgX1 receptor; Q96LB2; 1.3% of 310,000 active; B-score at 10 µM; AID 588676; MRGX1-HEK293 calcium flux, Fluo-4, BAM8-22 antagonism; hits give low values;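 active = calcium-response B-score plate-corrected more than 3 library SD below zero, starting fluorescence within 5 deviations, no agonist response on first addition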;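 also: peak minus trough fluorescence over baseline after final BAM8-22 challenge near maximal dose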
TRPC6 act: activates the mouse TRPC6 cation channel | Q61143 | HEK293-TRPC6 membrane potential dye fluorescence; hits give high values | B-score at 10 µM | 0.13% of 310,000 active;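 active = B-score of the integrated fluorescence ratio above library mean plus 3 SD, and starting fluorescence ratio within library mean plus 5 SD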;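 also: higher score means more depolarization so channel activation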
Target sequence (Q61143 whole entry, looked up): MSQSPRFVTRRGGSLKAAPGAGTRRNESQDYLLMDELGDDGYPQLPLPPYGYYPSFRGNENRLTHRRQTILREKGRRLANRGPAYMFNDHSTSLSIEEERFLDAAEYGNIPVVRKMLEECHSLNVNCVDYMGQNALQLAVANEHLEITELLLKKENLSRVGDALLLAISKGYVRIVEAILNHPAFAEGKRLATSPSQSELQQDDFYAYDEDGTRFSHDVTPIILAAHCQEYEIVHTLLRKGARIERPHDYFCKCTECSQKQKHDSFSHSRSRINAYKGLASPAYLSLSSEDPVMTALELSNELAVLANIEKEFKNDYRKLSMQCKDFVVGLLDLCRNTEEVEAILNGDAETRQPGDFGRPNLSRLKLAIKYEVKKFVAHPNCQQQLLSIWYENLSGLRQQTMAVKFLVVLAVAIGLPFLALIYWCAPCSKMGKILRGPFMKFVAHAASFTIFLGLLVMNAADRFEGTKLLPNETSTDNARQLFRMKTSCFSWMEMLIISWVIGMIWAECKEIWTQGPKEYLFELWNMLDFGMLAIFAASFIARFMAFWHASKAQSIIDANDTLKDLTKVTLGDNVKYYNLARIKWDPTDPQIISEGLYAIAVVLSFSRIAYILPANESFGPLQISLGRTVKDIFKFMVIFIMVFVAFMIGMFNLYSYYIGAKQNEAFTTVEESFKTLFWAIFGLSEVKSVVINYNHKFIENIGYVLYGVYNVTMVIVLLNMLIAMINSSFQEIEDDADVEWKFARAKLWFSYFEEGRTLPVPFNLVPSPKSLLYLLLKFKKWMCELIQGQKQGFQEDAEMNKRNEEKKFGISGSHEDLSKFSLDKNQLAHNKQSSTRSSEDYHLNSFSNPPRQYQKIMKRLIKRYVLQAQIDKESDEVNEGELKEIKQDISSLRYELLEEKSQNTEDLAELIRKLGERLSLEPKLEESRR
Platelet DG rel: modulates dense granule release in human platelets; human platelet-rich plasma, SFLLRN dense granule ATP release, luminescence; inhibition, %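 (compounds screened at 7.5 µM in platelet-rich plasma)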; 0.22% of 300,000 active; AID 1663;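 active = mean replicate score, as percent of positive control, at or above 50; inconclusive = mean below 50 but at least one replicate at or above 50; inactive = mean and every replicate below 50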
RGS4 block: human RGS4 inhibition; P49798; HEK293 M3R/RGS4 inducible, Fluo-4 calcium flux; hits give high values; triggered by carbachol at its EC20; B-score at 10 µM; 0.45% of 310,000 active; AID 463165;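 active = B-score, a plate-corrected calcium signal, over three deviations above library mean, with baseline fluorescence within five deviations of library mean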;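 also: RGS4 expression induced by doxycycline in cells with stable M3 receptor; B-score is computed from the integrated fluorescence ratio over baseline after carbachol; higher B-score means a larger calcium signal and so more RGS4 inhibition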
Target sequence (P49798 whole entry, looked up): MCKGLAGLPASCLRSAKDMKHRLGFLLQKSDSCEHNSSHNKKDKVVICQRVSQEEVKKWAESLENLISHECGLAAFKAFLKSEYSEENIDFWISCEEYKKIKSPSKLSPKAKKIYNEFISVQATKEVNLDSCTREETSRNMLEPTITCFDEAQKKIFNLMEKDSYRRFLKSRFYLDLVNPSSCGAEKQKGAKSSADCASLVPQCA
RGS4 act: RGS4 potentiation or activation. B-score at 10 µM. 0.92% of 310,000 active. HEK293 M3R/inducible RGS4, carbachol calcium flux Fluo4; hits give low values. AID 463111;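 active = B-score of the integrated calcium signal more than 4 SD below the library mean, with starting fluorescence not abnormally high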;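 also: negative B-score means reduced calcium response which marks RGS4 activation or potentiation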
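System: HEK293 FlpIn-TREx cells, stable M3R, doxycycline-inducible RGS4. Timing: overnight RGS4 induction, 30 min dye load 37 °C, 20 min compound RT. Also added: carbachol, ECmax concentration. Measured by: Fluo4 fluorescence kinetic imaging of calcium. Evaluation: integrated calcium ratio converted to B score.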
TRPC4 block: blocks the mouse TRPC4 cation channel; B-score at 10 µM; AID 2247; 0.39% of 300,000 active; HEK293 TRPC4beta/mu-opioid, DAMGO-evoked Fluo4 calcium flux; hits give low values; Q9QUQ5;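 active = B-score over 3 SD under the library average, no early fluorescence shift, positive overall ratio signal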
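Signal: kinetic Fluo4 fluorescence imaging of calcium influx. Material: stable TRPC4beta/mu-opioid receptor HEK293 cells. Probe or stimulus: DAMGO in two steps, submaximal then maximal.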
MrgX1 allo act: human MrgX1 positive allosteric modulation, primary screen; MrgX1-HEK293, Fluo-4 calcium flux, FDSS; hits give high values; 0.63% of 310,000 active; B-score at 10 µM; AID 588675;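 active = plate-corrected calcium response at least 3 library SD above typical, normal starting fluorescence, not activating the receptor alone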;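 also: compound read alongside a low EC10 to EC30 dose of BAM8-22 agonist; peak minus trough fluorescence over baseline measured at the second addition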
MrgX1 agonist: activates human MrgX1 receptor signaling. MrgX1-HEK293 cells, Fluo-4 calcium fluorescence, agonist mode; hits give high values. B-score at 10 µM. 0.44% of 310,000 active. AID 588627;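 active = calcium response B-score plate-corrected fluorescence ratio at least 3 library SD, with starting fluorescence B-score inside 5 SD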
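Test system: Stable human MrgX1 HEK293 cell line | Schedule: Overnight plating before 1 h dye loading | Read-out basis: Baseline-normalised fluorescence change ratio, B-scored | Detection: Kinetic calcium dye fluorescence, Fluo-4 NW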
HIF activator: HIF pathway transcriptional activation; U2OS HRE-luciferase reporter, luminescence; normalized: DMSO 0%, desferrioxamine 100%; activation, % at 7.5 µM (by protocol); 0.32% of 300,000 active;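 active = mean activation of at least 10% of the iron chelator positive control signal, with at least half of replicates also reaching 10%; inconclusive = mean and replicate majority disagree about reaching 10%; inactive = mean and most replicates under 10%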
SKKanGAS inh: blocks kanamycin growth of S. pyogenes SKKanGAS strain; BacTiter-Glo, 6 h; inhibition, % at 7.5 µM; 1.3% of 300,000 active; AID 1662;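 active = mean replicate score, as percent of positive control median, at least 50; inconclusive = mean below 50 but one replicate at or above 50; inactive = mean and every replicate below 50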;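 also: strain carries kanamycin resistance gene driven by streptokinase promoter and grows in 40 µg/ml kanamycin; loss of luminescence reflects streptokinase promoter inhibition or plain growth inhibition; 0% = median of DMSO wells and 100% = positive control at its reference dose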
TRPC6 inh: inhibitors of mouse TRPC6 channel. Q61143. 1.1% of 310,000 active. HEK293-TRPC6, membrane potential dye, ACh-evoked depolarization; hits give low values. B-score at 10 µM. AID 2553;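 active = B-score under library mean minus 3 SD, initial fluorescence not abnormally high, positive integrated signal ratio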;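 also: B-score derived from integrated fluorescence ratio over the kinetic read; more negative B-score means stronger inhibition of depolarization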
Active calls of the source: *; i = inactive; u = inconclusive; x = no result given.

SMILES	MrgX1 antagonist	TRPC6 act	Platelet DG rel	RGS4 block	RGS4 act	TRPC4 block	MrgX1 allo act	MrgX1 agonist	HIF activator	SKKanGAS inh	TRPC6 inh
CC(C)CC(NC(=O)C1CCC(C)CC1)C(=O)Nc1ccccc1F (configuration not stated)	i	i	-3	i	i	i	i	i	-0.2	-1	i
CCc1cccc(NC(=O)CCNC(=O)Cn2ccc3ccccc3c2=O)c1	i	i	4	i	i	i	i	i	-0.3	11	i
Cc1c(C(=O)NCCSc2ccc(Cl)cc2)cccc1[N+](=O)[O-]	i	i	26	i	i	i	i	i	0.3	1	i
CC(C)Cc1nnc(NC(=O)CS(=O)(=O)Cc2ccccc2)s1	i	i	12	i	i	i	i	i	0.5	4	i
O=C(CN(C(=O)CNS(=O)(=O)c1ccc(F)cc1)c1ccccc1)NCc1ccco1	i	i	-1	i	i	i	i	i	-0.1	5	i
Cc1ccc(-n2nc(C)c3c2OC(N)=C(C#N)C3c2ccncc2)cc1 (configuration not stated)	i	i	5	i	i	i	i	i	-0.3	-9	i
COc1cccc(CNC(=O)c2nnn(-c3ccc(OC(F)(F)F)cc3)c2N)c1	i	i	-2	i	i	i	i	i	-0.4	-7	i
Cc1ccc(CNC(=O)Cn2cnc(S(=O)(=O)N3CCC(C)CC3)c2)o1	i	i	0	i	i	i	i	i	-0.1	10	i
CCN1CCN(c2ccc(S(=O)(=O)N3CCCCC3)cc2NC(=O)Cc2ccccc2F)CC1	i	i	-3	i	i	i	i	i	-0.3	-7	i
CC(C)CN(CC(C)C)CC(O)COc1ccc([N+](=O)[O-])cc1 (configuration not stated)	i	i	-5	i	i	i	i	i	x	-5	i
C=CCn1c(COc2ccccc2F)nnc1SCCN1C(=O)c2ccccc2C1=O	i	i	-2	i	i	i	i	i	-0.4	-2	i
O=S(=O)(c1ccccc1)N1CCN(C2CCN(Cc3ccccc3)CC2)CC1	i	i	11	i	i	i	i	i	-0.3	0	i
C=C1C(C(=O)Nc2ccc(OCC)cc2)C1C(=O)Nc1ccc(OCC)cc1 (configuration not stated)	i	i	4	i	i	i	i	i	-0.1	-11	i
CCOc1cc(/C=C2\C(=O)N(c3cccc(C(=O)O)c3)N=C2C(F)(F)F)ccc1OCC(=O)Nc1ccccc1OC	i	i	3	i	i	i	i	i	-0.1	-2	i
COc1ccc(N(CC(=O)Nc2cccc3ccccc23)S(C)(=O)=O)c(OC)c1	i	i	-2	i	i	i	i	i	0.3	3	i
COc1ccc(OCCCON2C(=O)c3ccccc3C2=O)cc1	i	i	-5	i	i	i	i	i	0.2	-2	i
N#Cc1c(NC(=O)c2cc(C3CC3)on2)sc2c1CCC2	i	i	24	i	i	i	i	i	0.2	30	i
CCSc1nnc(NC(=O)C(C)C)s1	i	i	19	i	i	i	i	i	0.6	2	i
CCc1c(C(=O)NNC(=S)NCc2ccccc2)csc1C	i	i	-4	i	i	i	i	i	-0.1	5	i
CSc1ccc(S(=O)(=O)NCC(=O)OCC(=O)NCc2cccs2)cc1[N+](=O)[O-]	i	i	4	i	i	i	i	i	-0.1	-7	i
O=C(c1ccc([N+](=O)[O-])cc1)N1CCN(Cc2ccccc2[N+](=O)[O-])CC1	i	i	-1	i	i	i	i	i	0.4	3	i
C/C=C/c1ccc(OCc2cc(=O)n3cc(C)ccc3n2)c(OC)c1	i	i	u	i	i	i	i	i	-0.1	-6	i
CN(C)CCNC(=O)C(C(=O)c1ccc(F)cc1)n1ccccc1=O (configuration not stated)	i	i	-2	i	i	i	i	i	-1.3	3	i
CCC1Sc2ccc(S(=O)(=O)CCC(=O)NCc3ccc(C)o3)cc2NC1=O (configuration not stated)	i	i	-27	i	i	i	i	i	-0.1	-3	i
CC(C)(C)c1ccc(NC(=O)COc2ccc(-n3ccnc3)cc2)cc1	i	i	1	i	i	i	i	i	-2.3	-12	i
CCCNC(=O)CN1C(=O)NC(CCc2ccccc2)C1=O (configuration not stated)	i	i	-3	i	i	i	i	i	-0.4	15	i
O=C(NCCCNC(=O)c1ccc(F)cc1)c1ccc(F)cc1	i	i	19	i	i	i	i	i	0.0	-8	i
CC(C)Sc1nnc([C@H](C)NC(=O)OC(C)(C)C)o1	i	i	-1	i	i	i	i	i	0.0	-3	i
O=C1C(=O)N(CCN2CCOCC2)C(c2ccc(Cl)cc2)/C1=C(/O)c1ccc(S(=O)(=O)N2CCOCC2)cc1 (configuration not stated)	i	i	1	i	i	i	i	i	-0.4	2	i
CN(CC(=O)NCCN1CCN(Cc2ccccc2)CC1)S(=O)(=O)c1cccc2nsnc12	i	i	-1	i	i	i	i	i	0.6	-4	i
O=C(NCc1cccnc1)C(=O)NCC1OCCCN1S(=O)(=O)c1ccccc1 (configuration not stated)	i	i	5	i	i	i	i	i	-0.3	-7	i
COCCn1c(C)cc(C2=NNC(=Nc3ccccc3)SC2)c1C	i	i	8	i	i	i	i	i	1.1	4	i
Cc1nnc2c3ccccc3c(-c3ccccc3)nn12	i	i	-2	i	i	i	i	i	0.1	6	i
Cc1ccccc1/C=N/Nc1ccc(Cl)nn1	i	i	-9	i	i	i	i	i	1.0	-4	i
O=C(NCC1CCCO1)C1CCN(S(=O)(=O)c2cc(Cl)ccc2Cl)CC1 (configuration not stated)	i	i	8	i	i	i	i	i	-0.1	-5	i
COc1cc2c(cc1NC(=O)CSc1ccccn1)oc1ccccc12	i	i	1	i	i	i	i	i	4.7	19	i
CCOCCCNC(=O)c1cc2c(s1)-c1ccccc1SC2	i	i	0	i	i	i	i	i	0.2	3	i
COc1ccccc1CNC(=O)C(NC(=O)Nc1ccccc1)C(C)C (configuration not stated)	i	i	7	i	i	i	i	i	-0.2	-9	i
COc1ccc(NC(=S)N(CCCN2CCC(C)CC2)Cc2cccs2)cc1	i	i	6	i	i	i	i	i	0.6	0	i
COc1cccc(/C=N/Nc2ccc(Cl)nn2)c1OC	i	i	-3	i	i	i	i	i	1.2	-10	i
Cc1cccc(NC(=O)Cn2cnc3c(oc4nc5c(cc43)COC(C)(C)C5)c2=O)c1	i	i	8	i	i	i	i	i	-0.2	-4	i
COCC(=O)Nc1ccc(C(C)C)cc1	i	i	6	i	i	i	i	i	1.5	-3	i
CN(C)C(=O)N1CCN(c2nc(-c3ccccc3)cs2)CC1	i	i	1	i	i	i	i	i	3.2	0	i
CC(C)(C)OC(=O)NCc1n[nH]c(=S)n1C1CC1	i	i	4	i	i	i	i	i	-0.4	-3	i
CCOc1ccc(S(=O)(=O)N(CC)CC(=O)NCc2ccccn2)cc1C	i	i	-33	i	i	i	i	i	-0.5	-2	i
O=C(NC1CCCCCCC1)c1cccnc1	i	i	2	i	i	i	i	i	-0.7	3	i
O=C(/C=C/c1ccc([N+](=O)[O-])cc1)OCC(=O)N1c2ccccc2Sc2ccccc21	i	i	0	i	-8.2*	i	i	i	-0.5	3	i
Clc1ccc(-c2nnc(-c3ccccc3)nc2N2CCSCC2)cc1	i	i	-8	i	i	i	i	i	0.2	7	i
CCCOc1ccc(Cc2nc(N)nc(N)n2)cc1	i	i	-16	i	i	i	i	i	0.5	-10	i
CN1CCN(C(=O)/C(=C/c2cccs2)NC(=O)c2ccco2)CC1	i	i	-3	i	i	i	i	i	-0.7	-6	i
CC(C)CN(C(=O)CN1CCC(C)CC1)c1c(N)n(CC(C)C)c(=O)[nH]c1=O	i	i	-1	i	i	i	i	i	-0.5	-9	i
O=C(Nc1ccccc1N1CCOCC1)c1ccc2ccccc2n1	i	i	-3	i	i	i	i	i	2.5	5	i
CN(C)S(=O)(=O)c1ccc2nc(NC(=O)c3cccnc3)sc2c1	i	i	2	i	i	i	i	i	1.6	0	i
CCCCNC(=O)Nc1nc2ccc(CC)cc2s1	i	i	5	i	i	i	i	i	3.6	0	i
Cc1ccc(S(=O)(=O)n2[nH]c(=O)c(CCO)c2C)cc1	i	i	-1	i	i	i	i	i	-0.1	-3	i
CCc1ccccc1NC(=O)CCN1C(=O)c2ccccc2C1=O	i	i	-1	i	i	i	i	i	0.0	-4	i
Cc1cc(N2CCOCC2)c(F)cc1C(=O)c1ccccc1	i	i	-2	i	i	i	i	i	0.3	7	i
COc1cc(NC(=O)/C=C/c2ccccc2[N+](=O)[O-])cc(OC)c1	i	i	7	i	i	i	i	i	1.1	3	i
O=C(O)COCC(=O)Nc1ccc(-n2cnnn2)cc1	i	i	7	i	i	i	i	i	-0.9	21	i
CCOc1ccc(C(Nc2ccc(C)cc2)P2(=O)OCCCO2)cc1 (configuration not stated)	i	i	4	i	i	i	i	i	0.4	3	i
The list continues.
SMILES	MrgX1 antagonist	TRPC6 act	Platelet DG rel	RGS4 block	RGS4 act	TRPC4 block	MrgX1 allo act	MrgX1 agonist	HIF activator	SKKanGAS inh	TRPC6 inh
Cc1ccc2[nH]c3c(c2c1)CCc1cn[nH]c1-3	-4.9*	i	6	i	i	i	i	i	0.3	-13	i
COC(=O)C(C)Sc1nnc(Cc2cc(=O)[nH]c(=O)[nH]2)n1-c1ccc(Cl)cc1 (configuration not stated)	i	i	1	i	i	i	i	i	x	0	i
COc1ccc(C)cc1S(=O)(=O)N1CCC(C(=O)NC2CCCC2)CC1	i	i	9	i	-8.1*	i	i	i	-0.3	-2	i
COc1cc(CN2CCN(c3ccc(C)cc3)CC2)cc([N+](=O)[O-])c1O	i	i	0	i	i	i	i	i	-0.1	0	i

An excerpt of these results, with two lines to a compound.
Each structure is followed by: MrgX1 antagonist, TRPC6 act, Platelet DG rel, RGS4 block, RGS4 act, TRPC4 block, MrgX1 allo act, MrgX1 agonist, HIF activator, SKKanGAS inh, TRPC6 inh
- Cc1ccc2[nH]c3c(c2c1)CCc1cn[nH]c1-3
  -4.9*, i, 6, i, i, i, i, i, 0.3, -13, i
- COC(=O)C(C)Sc1nnc(Cc2cc(=O)[nH]c(=O)[nH]2)n1-c1ccc(Cl)cc1 (configuration not stated)
  i, i, 1, i, i, i, i, i, x, 0, i
- COc1ccc(C)cc1S(=O)(=O)N1CCC(C(=O)NC2CCCC2)CC1
  i, i, 9, i, -8.1*, i, i, i, -0.3, -2, i
- COc1cc(CN2CCN(c3ccc(C)cc3)CC2)cc([N+](=O)[O-])c1O
  i, i, 0, i, i, i, i, i, -0.1, 0, i
